p53ts 32C kill: qHTS Screen for Compounds that Selectively Target Cancer Cells with p53 Mutations: Cytotoxicity of p53ts Cells at the Permissive Temperature. H1299-p53A138V at 32C, ATP luminescence viability, 24 h. Potency, µM (titrated, usually from 46.1 µM), for inactives: at the top dose activity change, negative = cytotoxicity, actives largely listed as cytotoxic. actives 0.93% (n = 130,000). AID 924, 2007;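 further: 0% = DMSO and -100% = full killing by reference compound; nearly all actives have a fitted effect of over 55% in size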
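ATP-content luminescence (ATPlite) read-out after 24 h compound exposure at 32C in H1299-p53A138V cells (600/well). Tested up to 46 uM. Normalized to DMSO (0%) and 100 uM tamoxifen (100% killing); Hill-fit AC50.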
IkB sig inh: IkB Signaling | Potency, µM (top dose mostly 57.1 µM), for inactives: top-dose IkBa stabilization activation | actives 0.04% (n = 110,000) | AID 445, 2006 | ABC-DLBCL IkBa-CBG/CBR dual luciferase ratio, 4 h; response scale: scaled: untreated 0%, proteasome inhibitor 100%; active means well fitted curve in the direction sought with a large enough effect in the signal ratio, not every such curve was filed as active; inconclusive means small, poorly fitted or top-dose-only effect, or a change in a side signal; the % refers to the signal ratio;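 further: the direction sought is a rising ratio; 0% = basal untreated cells and 100% = reference inhibitor full response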
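In this assay, an IκBα–CBG68 fusion accumulates when IKK-driven degradation is blocked; native CBR normalizes for cell number. OCI-Ly3 cells were treated 4 h with compound and doxycycline, then green and red light read after Chroma-Glo addition.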
p53ts 39C kill: qHTS Screen for Compounds that Selectively Target Cancer Cells with p53 Mutations: Cytotoxicity of p53ts Cells at the Nonpermissive Temperature; AID 902, 2007; H1299-p53A138V viability at 39C, ATP luminescence, 24 h; Potency, µM (titrated, usually from 46.1 µM), for the others: top-dose activity change, negative = cell killing, hits mostly cytotoxic; actives 1.5% (n = 130,000); further: nearly all actives have a fitted effect of over 55% in size
Peg3 imprint: qHTS Assay for Compounds that Induce Erasure of Genomic Imprints | AID 1948, 2009 | Potency, µM (top dose mostly 60.7 µM), without a hit: at the top dose activity change, positive = activation, usual class: activators | mouse ES Peg3-LacZ reporter, beta-gal luminescence, 40 h | actives 0.02% (n = 110,000);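 further: 0% = negative control wells on the plate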
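Imprint erasure is scored as LacZ activity from the silenced maternal Peg3 allele in feeder-free female ES cells cultured 40 h with LIF. Luminescence is normalized to in-plate negative controls and fitted to the Hill equation.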
* hit, by the source's call; u = inconclusive; x = no result given; [ ] = dose if it differs, or a comment. Unless noted, the call rests on the fitted dose curve; in most records, active means well fitted curve in the direction sought with a large enough effect; inconclusive means small, poorly fitted or top-dose-only effect, or another doubt; inactive means no such curve, though single readings can be large; an effect the other way counts as inactive or inconclusive. Unless noted, on the % scale 0 is the no-effect control and ±100 the full control effect; potency means the concentration at half of the fitted maximal effect. Compounds as they come; any-hit rate near 1.8%.

SMILES	p53ts 32C kill	IkB sig inh	p53ts 39C kill	Peg3 imprint
CCC(c1nnnn1CCOC)N1CCN(c2cccc(C(F)(F)F)c2)CC1 (stereo not drawn)	-12%	0.3%	-6%	6%
Cc1cc2c(cc(C(=O)NCCCN3CCOCC3)n2Cc2ccc(Cl)cc2)o1	-2%	x	-17%	x
COc1ccc(OCC2CC3C(CCC(C)C3c3ccc(Br)cc3)C(=O)O2)cc1 (stereo not drawn)	0%[9.22 µM]	x	-4%[9.22 µM]	x
O=C(CSc1nnc(COc2ccccc2)o1)Nc1nccs1	-5%	1.4%	-2%	-14%
Cc1cccc(-c2nc3c4c(-c5ccccc5)c(-c5ccccc5)oc4ncn3n2)c1	2%	u	29%	7%[10.9 µM]
CC(=O)c1ccc(N2CCN(C(=O)CCS(=O)(=O)c3ccc4c(c3)oc(=O)n4C)CC2)cc1	-3%	1.5%	-5%	-8%[10.9 µM]
CN(Cc1nc(-c2ccccn2)no1)S(=O)(=O)c1ccc(Br)cc1	-2%	4.7%	4%	-21%
COC(=O)c1ccc(CSc2nc3c(cnn3-c3ccccc3)c(=O)[nH]2)o1	u	0.4%	-12%	-11%
CCc1ccc(NC(=O)Cn2c(=O)n(-c3cc(C)cc(C)c3)c(=O)c3oc4ccccc4c32)cc1	-8%	u	u	10%[10.9 µM]
CCOc1ccc(NC(=O)Cn2c(=O)n(-c3ccc(C)cc3)c(=O)c3cc(OC)c(OC)cc32)cc1	10%	2.6%	-7%	-4%[10.9 µM]
Cc1ccc(S(=O)(=O)NCCc2cn3ccsc3n2)cc1	6%	-1.2%	-13%	-13%[10.9 µM]
Nc1nc(O)c2ncn([C@H]3CC[C@@H](CO)O3)c2n1	2%	x	-7%	9%
N#Cc1cccc(NC(=O)N2CC[C@@]3(CCCN(C(=O)c4cc(C(F)(F)F)cc(C(F)(F)F)c4)C3)C2)c1	12%	-2.1%[11.4 µM]	13%	x
N#Cc1c(/N=C/N2CCCC2)oc(-c2ccccc2)c1-c1ccccc1	5%	x	12%	x
COC(=O)CCC(=O)Nc1cccc(Br)c1	-17%	-7.0%	-4%	4%
CC(C)=NOC[C@@H](C)[C@H](OCc1ccccc1)C(C)C	3%[9.22 µM]	x	-6%[9.22 µM]	x
CC1=C(C(=O)Nc2ccc(C)cc2)C(c2ccc(Cl)cc2)n2nnnc2N1 (stereo not drawn)	9%	u	16%	-16%[10.9 µM]
CCS(=O)(=O)N1CCCC(C(=O)NCCCN2CCCC2=O)C1 (stereo not drawn)	-5%	0.5%	-10%	-20%
Cc1ccc(-c2nc(CCNC(=O)C(=O)Nc3ccc(F)cc3F)cs2)cc1	-11%	u	u	-4%[10.9 µM]
O=C1CC(N2CCN(Cc3ccc4c(c3)OCO4)CC2)C(=O)N1Cc1ccc(N2CCCC2=O)cc1 (stereo not drawn)	10%	x	5%	x

Whole records from above. Values in the order: p53ts 32C kill | IkB sig inh | p53ts 39C kill | Peg3 imprint
Results for `COc1ccc(OCC2CC3C(CCC(C)C3c3ccc(Br)cc3)C(=O)O2)cc1` (stereo not drawn) : 0%[9.22 µM] | x | -4%[9.22 µM] | x
Results for `O=C1CC(N2CCN(Cc3ccc4c(c3)OCO4)CC2)C(=O)N1Cc1ccc(N2CCCC2=O)cc1` (stereo not drawn) : 10% | x | 5% | x
Results for `COC(=O)CCC(=O)Nc1cccc(Br)c1` : -17% | -7.0% | -4% | 4%
Results for `Nc1nc(O)c2ncn([C@H]3CC[C@@H](CO)O3)c2n1` : 2% | x | -7% | 9%
Results for `CC(C)=NOC[C@@H](C)[C@H](OCc1ccccc1)C(C)C` : 3%[9.22 µM] | x | -6%[9.22 µM] | x

Next structures.
SMILES	p53ts 32C kill	IkB sig inh	p53ts 39C kill	Peg3 imprint
CCN(CC)c1ccc(C2C(C(N)=O)=C(C)Nc3ncnn32)cc1 (stereo not drawn)	-6%	0.6%	6%	-12%[10.9 µM]
COc1ccc(CCN2CC(O)=C(c3nc4ccccc4c(=O)[nH]3)C2=N)cc1OC	6%	-1.2%	-4%	-12%
COc1cc(C(=O)NC2CCN(Cc3nnnn3Cc3cccs3)CC2)cc(OC)c1OC	-9%	1.9%	-9%	3%
N#Cc1sc2nc3c(c(-c4cccnc4)c2c1N)CCC3	7%	-3.0%	16%	-15%
Cc1ccccc1CNc1nc(N(C)C)nc2c1cnn2C	1%	u	15%	6%[10.9 µM]
COc1cccc(C(=O)NC2=NCCS2)c1	16µM*	-0.1%	u	-71%[inhibitor]
CC(=O)Nc1cc(C(=O)NCc2ccccc2Cl)ccc1Sc1ccc(F)cc1	7%	u	-29%	-10%[10.9 µM]
Cc1noc(C)c1CSc1nnc2cc(C)c3ccccc3n12	2%	-0.9%	1%	3%
CC(C)OC(=O)Nc1ccc(Oc2c(F)c(F)c(F)c(F)c2F)cc1	9%	-0.7%	9%	-5%
Cc1ccc(S(=O)(=O)Cc2ccc(C(=O)N3CCCC3)o2)cc1	-7%	-2.0%	10%	-15%
CCOC(=O)c1ccc(CNC(=O)c2n[nH]c(=O)c3ccccc23)o1	-3%	-2.6%	4%	-10%
O=C(CO/N=C/c1ccccc1O)NNC(=O)c1ccccc1Cl	7%	x	-16%	x
CCOC(=O)C(C)(C)[C@H](O)C(C)C	2%[9.22 µM]	0.6%[11.4 µM]	9%[9.22 µM]	-7%[10.9 µM]
CC1CN(C(=O)Nc2ccc(C(=O)NCCc3ccc(Cl)cc3)cc2)c2ccccc2S1 (stereo not drawn)	-11%	1.2%	-23%	18%[10.9 µM]
O=C(Nc1sc2c(c1C(=O)NCc1ccco1)CCCC2)c1cc(=O)c2ccccc2o1	-4%	u	-27%	-13%[10.9 µM]
CCOC(=O)C1CCCN(C(=O)c2c(-c3ccccc3Cl)noc2C)C1 (stereo not drawn)	0%	1.3%	21%	-4%
COc1ccc(NC(=O)CC2C(=O)N(c3cccc(OC)c3)C(=O)N2CCc2cccs2)cc1 (stereo not drawn)	-2%	u	4%	-11%[10.9 µM]
CCc1ccc(NC(=O)CC(NCc2cccnc2)C(=O)O)cc1 (stereo not drawn)	3%	1.2%	17%	-12%[10.9 µM]
CC1CCN(S(=O)(=O)c2ccc3c(c2)c(=O)c(C(=O)NC2CCCC2)cn3C)CC1	-6%	-0.6%	13%	0%
Cn1c(C(=O)NCC2CCCO2)cc2c(=O)n(C)c3ccccc3c21 (stereo not drawn)	5%	-1.7%	8%	-8%
O=c1oc2ccccc2c(O)c1CN1CCCCC1	u	u	u	x
Cc1ccc(NC(=O)c2ccc(=O)n(Cc3ccccc3C)c2)c(C)c1	-2%	0.1%	-25%	-8%[10.9 µM]
CCn1c(SCC(=O)O)nnc1C1CCCCC1	2%	-0.2%	-2%	-7%
CCOC(=O)CCCCC(=O)c1[nH]c(=O)[nH]c1Cn1ccnc1	12%	0.5%	0%	-7%
O=C(Cn1nc(Cc2cccnc2)c2ccccc2c1=O)NCC1CCCO1 (stereo not drawn)	1%	-0.8%	-8%	-2%
Cc1nc2ccccc2n1CCCOc1ccccc1	u	x	-21%	x
CCc1ccc(S(=O)(=O)c2nnn(-c3cccc(C)c3)c2N)cc1	6%	u	-16%	-10%[10.9 µM]
Cc1ccc2c(c1)cc(CN(Cc1ccc3c(c1)OCO3)C(=O)c1cnccn1)c1nnnn12	-3%	-0.6%	6%	-5%
CC12C=CC3(O1)C(C(=O)N(c1ccccc1)C3C(=O)NC1CCCC1)C2C(N)=O (stereo not drawn)	5%	x	16%	x
Cc1nc2nc(SCC(=O)NC3CCCCC3)nn2c(C)c1Cc1ccccc1Cl	2%	8.4%	4%	2%[10.9 µM]
N#Cc1ccc(C(=O)Nc2ccccc2-c2nc3ccccc3s2)c(F)c1	-1%	-5.8%	-2%	-18%[10.9 µM]
CC1=C(Sc2ccccn2)C(=O)NC(C)(C)C1	12%	2.2%	18%	-9%
O=CNCC(=O)NC1CCCCCC1	14%	-0.8%	-4%	-2%
CCOc1ccc(/C=C/C(=O)Nc2sc3c(c2C(=O)OC)CCCC3)cc1	-1%	-0.8%	3%	23%[10.9 µM]
CCSc1nc2ccccc2n1CC(=O)N1CCCCC1	0%	-0.4%	-3%	2%
Cc1ccc(-n2nc(C)c3c(C(=O)Nc4ccc(C)cc4Cl)cc(C)nc32)cc1	4%	u	-9%	-6%[10.9 µM]
COc1ccccc1NC(=O)Cn1cnc2c(cnn2-c2ccc(C)c(C)c2)c1=O	15%	u	-6%	-2%
COC(=O)c1ccc(N(C(=O)c2ccco2)C(C(=O)NC2CCCC2)c2ccco2)cc1 (stereo not drawn)	2%	x	21%	x
CCN(CC)S(=O)(=O)c1ccc(Cl)c(C(=O)NC2CCCC2)c1	-4%	-1.1%	3%	-5%
O=C(C1CCN(Cc2ccc(OCc3ccccc3)cc2)CC1)N1CCCC1	-1%	0.4%	5%	-34%[inhibitor]
CNC(=O)[C@@]1(Cc2ccccc2)C=C[C@@H](C)N1C(=O)OC	4%	x	3%	5%
CC(=O)Nc1ccc(S(=O)(=O)Nc2cccc(-c3ccc(N4CCCCCC4)nn3)c2)cc1	u	0.4%	u	-13%[10.9 µM]
Cn1c(=O)c2cc(S(=O)(=O)NC(C(=O)N3CCCCCC3)c3ccccc3)ccc2n(C)c1=O (stereo not drawn)	4%	-1.9%	1%	-9%
CCc1ccc(C2CC(c3ccccc3C)n3nc(N)nc3N2)cc1 (stereo not drawn)	10%	-0.4%	-3%	-8%
N#CC[n+]1cc(-c2ccc(Cl)cc2)n2c1CCC2	-8%	8.2%	6%	-3%
CCCCNC(=O)OC1CCS(=O)(=O)C1 (stereo not drawn)	0%	-1.1%	3%	2%
COc1cccc(CC(C(=O)Nc2cc(C)ccc2C)c2nn[nH]n2)c1OC (stereo not drawn)	0%	1.1%	3%	-7%
COC(=O)CCN(C1CCCCC1)S(=O)(=O)c1ccc(S(=O)(=O)N2CCCCC2)cc1	1%	0.4%	1%	-10%
O=C1c2ccccc2C(=O)N1CCCCn1c(=O)oc2ccccc21	5%	-0.6%	-3%	-10%
O=C(NCC(c1ccc2c(c1)OCO2)N1CCOCC1)C(=O)Nc1ccc(F)cc1F (stereo not drawn)	7%	u	-7%	26%[10.9 µM]
Cc1nc2ccccc2n2c(O)c(CC(=O)O)cc12	2%	2.5%	17%	-2%
CCN(c1cc(C)cc(C)c1)S(=O)(=O)c1nnc(NC(=O)c2cccc(F)c2)s1	-5%	u	-7%	-6%[10.9 µM]
CCn1c(SCCOc2ccc(OC)cc2)nnc1C(CO)NC(=O)c1ccc(OC)cc1 (stereo not drawn)	-5%	1.5%	4%	-10%
COc1cccc(Cn2c(=O)c(-c3cccs3)nc3cnc(OCc4ccccc4)nc32)c1	0%	3.6%[11.4 µM]	2%	u
CCc1nn(C(C)C(=O)Nc2cccc(C)c2C)c(=O)c2cc3occc3n12 (stereo not drawn)	11%	x	0%	x
COc1ccc(CCNC(=O)c2nnc(Cc3ccc(Cl)cc3)o2)cc1OC	-3%	-0.3%	-21%	-10%[10.9 µM]
O=C(NCCCN1CCc2ccccc2C1)C1CCN(c2nnc(-n3cccc3)s2)CC1	14%	-1.7%	-4%	-23%
Cc1cccc2nc(-c3cccnc3)c(Nc3ccc(C(C)C)cc3)n12	6%	u	-28%	-7%[10.9 µM]
Cc1ccc(OCC(=O)Nc2nnc(S(=O)(=O)N3CCCCCC3)s2)cc1	-9%	0.6%	-12%	-16%[10.9 µM]
O=c1[nH]c2cc(Cl)ccc2c(O)c1-c1cccc(Oc2ccccc2)c1	-11%	0.0%	-6%	5%

Further entries.
SMILES	p53ts 32C kill	IkB sig inh	p53ts 39C kill	Peg3 imprint
COc1ccc(OC)c(NC(=O)CCN2CCCCC2)c1	-3%	0.4%	8%	-7%
CCCN=C(N)NCCC[C@H](N)C(=O)O	0%	-0.1%	2%	0%
COc1cccc(N(CC(=O)Nc2cccc(N(C)S(C)(=O)=O)c2)S(C)(=O)=O)c1	-8%	0.0%	-10%	-1%
COc1ccc2cc3cc(C(=O)N4CCN(c5ccc(C(C)=O)cc5)CC4)sc3nc2c1Cl	4%	-0.1%	-11%	-8%[10.9 µM]

Assay outcomes from PubChem BioAssay.
